RGS4-Gao reg – modulates binding of RGS4 to human Galphao. P09471. Multiplexed bead flow cytometry; actives lie on both sides. binding response (% of control), % at 10 µM. 220,000 compounds, 0.33% hits; in the data active means binding response below about 49% or above about 150%; inactive means in between;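 further: fluorescent Galphao activated with aluminum fluoride binding bead-coupled RGS4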
Bim-Mcl-1 – disrupts Bim peptide binding to human Mcl-1 | Q07820 | inhibition, % at 10 µM | 190,000 compounds, 0.1% hits | Bead-based flow cytometry, Bim peptide-Mcl-1 binding | AID 1009;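 further: 0% = no compound tracer wells and 100% = peptide blocker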
Bcl-W Bim block – disrupts Bim peptide binding to human Bcl-W; bead-based flow cytometry; inhibition, % at 10 µM; 190,000 compounds, 0.02% hits; AID 952;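 further: 0% = bound tracer without compound and 100% = peptide blocker; higher means less fluorescent Bim peptide bound to Bcl-W beads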
Target sequence (Q92843 whole entry, looked up): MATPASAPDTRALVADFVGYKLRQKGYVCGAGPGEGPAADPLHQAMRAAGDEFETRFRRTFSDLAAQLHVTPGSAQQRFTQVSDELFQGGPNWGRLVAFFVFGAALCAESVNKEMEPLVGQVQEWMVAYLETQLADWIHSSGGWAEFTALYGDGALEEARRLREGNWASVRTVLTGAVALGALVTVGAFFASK
RGS7-Gao reg – modulates binding of RGS7 to human Galphao; P09471; Multiplexed bead flow cytometry; actives lie on both sides; binding response (% of control), % at 10 µM; 220,000 compounds, 0.35% hits; AID 1439; in the data active means binding response below about 49% or above about 150%; inconclusive means no clear call, values can overlap the other calls; inactive means in between;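 further: fluorescent Galphao held in activated GDP-AlF4 state binding bead-coupled RGS7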
Mcl1-Bid inh – Mcl-1/Bid interaction inhibition; Q07820; TR-FRET Mcl-1/Bid-Dy647 peptide binding, 1536-well; inhibition, % at 21.7 µM; 220,000 compounds, 0.97% hits; AID 1021;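 active means compounds that cut the binding signal by more than half at the single screening dose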;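 further: His-tagged Mcl-1 with europium anti-His antibody binding Bid BH3 peptide; 0% = Mcl-1 plus peptide wells and 100% = peptide-only wells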
GSH bead fluor – compound fluoresces at 488/530 nm on GSH beads; GSH beads flow cytometry, compound fluorescence 488/530 nm; stronger effect = higher value; fluorescence (KMESF) at 10 µM; 190,000 compounds, 0.25% hits; in the data active means fluorescence above about 89;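 further: glutathione beads carrying GST-tagged Bcl family fusion proteins plus one bare bead set; values are compound well signal with DMSO vehicle wells as background; inactives centre near 16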
Bfl-1 Bim block – disrupts Bim binding to human Bfl-1 | inhibition, % at 10 µM | Bead-based flow cytometry, Bim-Bfl-1 binding inhibition | 190,000 compounds, 0.12% hits | Q16548;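 further: 0% = wells without compound plus tracer and 100% = blocker peptide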
Bim-Bcl-B – disrupts Bim peptide binding to human Bcl-B. inhibition, % at 10 µM. 190,000 compounds, 0.073% hits. Q9HD36. bead-based flow cytometry;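 further: 0% = tracer peptide without compound and 100% = reference inhibitor peptide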
Target sequence (Q9HD36 whole entry, looked up): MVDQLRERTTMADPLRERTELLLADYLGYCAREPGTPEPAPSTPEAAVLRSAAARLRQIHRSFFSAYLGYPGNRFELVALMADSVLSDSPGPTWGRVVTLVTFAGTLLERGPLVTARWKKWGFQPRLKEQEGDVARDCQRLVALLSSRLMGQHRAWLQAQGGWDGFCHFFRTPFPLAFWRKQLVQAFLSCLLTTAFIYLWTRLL
Bcl-2 Bim block – disrupts Bim peptide binding to human Bcl-2. P10415. Bead-based flow cytometry, Bim peptide-Bcl-2 binding. inhibition, % at 10 µM. 190,000 compounds, 0.06% hits. AID 950; in the data active means inhibition above about 40%; inconclusive means no clear call, values can overlap the other calls;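 further: 0% = no compound wells with probe peptide and 100% = reference peptide inhibitor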
Target sequence (P10415 whole entry, looked up): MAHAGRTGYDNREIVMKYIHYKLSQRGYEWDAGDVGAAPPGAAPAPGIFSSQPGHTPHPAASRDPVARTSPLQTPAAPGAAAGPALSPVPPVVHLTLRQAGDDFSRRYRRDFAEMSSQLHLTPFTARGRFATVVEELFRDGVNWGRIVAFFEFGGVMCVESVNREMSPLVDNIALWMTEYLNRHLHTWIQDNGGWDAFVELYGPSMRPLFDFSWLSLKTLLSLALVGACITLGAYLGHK
Bcl-XL Bim block – human Bim-Bcl-XL interaction inhibition; Bim peptide-Bcl-XL binding, bead flow cytometry, fluorescence; AID 1007; inhibition, % at 10 µM; 190,000 compounds, 0.04% hits; Q07817
Target sequence (Q07817 whole entry, looked up): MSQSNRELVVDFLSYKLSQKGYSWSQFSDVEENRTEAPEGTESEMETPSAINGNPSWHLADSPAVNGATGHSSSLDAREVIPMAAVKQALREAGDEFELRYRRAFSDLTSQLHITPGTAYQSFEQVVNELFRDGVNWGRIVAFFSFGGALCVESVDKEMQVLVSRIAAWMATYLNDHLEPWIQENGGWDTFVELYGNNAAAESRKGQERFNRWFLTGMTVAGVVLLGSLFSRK
RGS8-Gao – modulates binding of RGS8 to human Galphao | P09471 | multiplexed bead flow cytometry; actives lie on both sides | AID 1423 | 220,000 compounds, 0.34% hits | response (percent of control binding), % at 10 µM; in the data active means response below about 60% or above about 140%; inactive means in between;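 further: Galphao activated as the GDP aluminium fluoride complex binding bead-coupled RGS8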
Active calls of the source: *; ? = inconclusive; [ ] = dose if it differs, or a comment. Unless noted, no stated cut-off is given here; in the data, active means inhibition above about 40%.

SMILES	RGS4-Gao reg	Bim-Mcl-1	Bcl-W Bim block	RGS7-Gao reg	Mcl1-Bid inh	GSH bead fluor	Bfl-1 Bim block	Bim-Bcl-B	Bcl-2 Bim block	Bcl-XL Bim block	RGS8-Gao
COc1cccc(OCCNS(=O)(=O)c2cccc([N+](=O)[O-])c2)c1	102	-2	-5	101	-13	22	-7	-5	-6	-5	101
Cn1c(=O)n(C)c2cc(NC(=O)c3cccc([N+](=O)[O-])c3)c(Br)cc21	102	0	-1	?	-20	14	-4	-6	-1	-1	101
O=C(Cn1cccc1)Nc1ccc(OC(F)(F)F)cc1	102	1	1	102	-6	19	-19	-4	-5	0	103
COC(=O)C1=C(C)N(C)C(C)=C(C(=O)OC)C1c1ccncc1	94	0	0	95	-37	16	-1	0	-4	0	100
COc1ccccc1-c1nnc(SCC(=O)NCc2c(C)c(Cl)cc(C(C)C)c2O)o1	99	-3	0	111	-22	29	-9	-6	-11	-1	98
CCOC(=O)c1cn(CC)c2cc(N3CCSCC3)c(F)cc2c1=O	88	-3	-3	88	-14	27	-1	-3	-3	-6	96
O=C(CCCCCNc1nc(=S)[nH]c2ccccc12)NCCc1ccccc1	103	-3	-6	99	-37	12	-7	-6	-2	-10	103
O=C(Nc1cccc(Cl)c1)NC1(C(=O)NCc2cccs2)CCCCC1	115	-2	-6	232*[activator]	10	25	-17	-13	-9	2	92
Cc1ccccc1C(=O)NNC(=O)C(C)N1C(=O)c2ccccc2C1=O (stereo not drawn)	101	-2	-2	99	-20	34	-11	-15	-7	-9	105
Cc1ccc(S(=O)(=O)Nc2c(C)n(C)n(-c3ccccc3)c2=O)cc1C(=O)OCC(=O)N1CCCC(C)C1 (stereo not drawn)	100	0	5	?	-37	13	5	2	-1	5	100
O=C(COC(=O)c1ccccc1NS(=O)(=O)c1cccs1)NC1CCCCC1	103	-3	-5	103	8	13	-1	-5	-4	-9	104
CCOC(=O)c1c(-c2ccccc2)csc1NC(=S)N(CC)CC	102	-4	-2	104	11	10	0	-6	-2	-1	103
Cc1nnc(NC(=O)c2ccccc2Br)s1	98	0	0	99	-6	11	-2	-1	-6	0	101
N#Cc1cc(C(=O)c2cc(Br)ccc2O)cn(Cc2ccccc2)c1=O	103	-2	-1	100	-43	15	-4	-2	1	-3	102
CCN1CCN(c2ccc(NC(=O)c3ccc4c(c3)[nH]c(=O)n4Cc3ccc(OC)cc3)cc2)CC1	98	-2	8	102	-52	8	1	33	6	3	106
CC(C)CC(=O)NC(=S)N1CCN(c2ccc([N+](=O)[O-])cc2Cl)CC1	99	-2	0	99	-40	9	0	-8	-2	-3	96
CC1CN(S(=O)(=O)c2cccc(C(=O)OC/C(O)=C(\C#N)c3nc4ccccc4[nH]3)c2)CC(C)O1 (stereo not drawn)	99	-3	-1	98	-24	11	-1	-3	0	-4	100
COc1ccc(N2CCN(c3ccc(N4C(=O)CC(C)C4=O)cc3[N+](=O)[O-])CC2)cc1 (stereo not drawn)	98	-1	-1	92	-28	10	-4	-2	-2	-1	101
COC(=O)C12CCC3(SCCS3)C(C(=O)OC)(CCC13SCCS3)C2	99	0	-1	97	-12	4	0	-6	-1	0	100
Cc1ccc(S(=O)(=O)Nc2cc(=O)[nH]c(SCC(=O)Nc3ccccc3Cl)n2)cc1	99	1	-3	101	-10	23	7	0	3	0	103
COC(=O)CSc1nnc(C)n1-c1cccc(OC)c1	103	-2	-2	101	-28	35	-18	-8	-6	-5	101
O=C(Nc1ccccc1N1CCOCC1)C1CCN(S(=O)(=O)c2ccccc2F)CC1	102	0	0	99	-17	9	-6	0	-6	-1	99
COC(=O)c1nn(-c2cccc(Cl)c2)ccc1=O	98	1	1	104	6	12	-3	-4	-3	2	99
CNC(=O)n1ccc(C(=O)N2CCCCC2)n1	89	-2	0	89	-8	16	-3	0	-1	2	99
COc1ccccc1NC(=O)CC1C(=O)Nc2ccccc2N1C(=O)c1ccccc1 (stereo not drawn)	100	-2	-5	89	-15	17	7	2	3	0	99
(continued)
SMILES	RGS4-Gao reg	Bim-Mcl-1	Bcl-W Bim block	RGS7-Gao reg	Mcl1-Bid inh	GSH bead fluor	Bfl-1 Bim block	Bim-Bcl-B	Bcl-2 Bim block	Bcl-XL Bim block	RGS8-Gao
Cc1c(Cl)cccc1NC(=S)NC1CCN(C(C)C)CC1	102	1	-2	100	-70	25	-5	-3	-1	0	104
COc1cc(-c2nc3n(n2)C(c2cccc(OC)c2OC)C2=C(CCCC2=O)N3)cc(OC)c1OC (stereo not drawn)	100	2	0	102	-20	13	-1	0	2	0	100
CCOc1ccc(C2CC(c3cccc(OC)c3)Nc3ncnn32)cc1 (stereo not drawn)	95	0	1	89	-11	20	-7	-1	-4	-5	97
O=C(c1cnccn1)N(c1ccccc1)C1(C(=O)NC2CCCC2)CCCCC1	99	-1	-4	97	5	45	-9	-3	-3	-4	100
O=C(CN1CCN(Cc2ccc(Cl)cc2)C1=O)NCCN1CCCC1	100	-6	-5	102	-9	14	-2	-9	-2	-7	102
Cc1nn(-c2ccccc2)c(N2CCCC2)c1/C=N/NC(=O)c1cccc(S(=O)(=O)Nc2ccc(Cl)cc2)c1	107	-1	-1	103	5	9	-18	-4	-7	-6	103
CC(C)Sc1nc(N)nc(-c2cccs2)c1C#N	95	-1	0	98	10	33	-13	-5	-10	-3	98
O=C(CSc1ccc(-c2ccc(F)cc2)nn1)NCC1CCCO1 (stereo not drawn)	105	0	2	101	-6	18	-4	-2	-1	0	97
CC(C)Cn1c(N)c(C(=O)CSc2cc(Cl)ccc2Cl)c(=O)n(C)c1=O	93	0	-4	97	9	22	-4	-4	-2	-10	94
CN(Cc1nc2c(s1)CCCC2)C(=O)CCc1nnc(-c2ccccc2)o1	100	-2	-3	101	-12	17	-3	-3	-6	-2	103
Cc1cc(C)cc(NC(=O)Cn2c(=O)oc3cc(S(=O)(=O)N4CCC(C)CC4)ccc32)c1	98	10	8	94	10	16	9	21	15	2	101
O=C(O)c1ccc(NC(=O)C2CC=CCC2C(=O)O)cc1 (stereo not drawn)	97	-6	7	91	-16	4	3	-1	3	2	90
O=C(O)CN(c1ccccc1F)S(=O)(=O)c1ccccc1	114	1	-1	105	-12	14	1	4	5	1	100
CCOn1c(=O)c(=O)n(OCc2ccccc2)c2ccccc21	99	0	2	98	11	14	-12	-8	-12	-1	100
CCc1ccc(C2c3[nH]c4ccccc4c3CCN2C(=O)c2cc(C)nn2C)cc1 (stereo not drawn)	94	-1	-1	92	-37	13	-2	-6	-2	-5	101
Cn1cc([N+](=O)[O-])c(C(=O)Nc2cc(Oc3ccccc3)cc([N+](=O)[O-])c2)n1	99	1	1	97	-21	5	4	-3	0	-1	101
COc1ccc(N(C(=O)CCl)C(C(=O)NCCc2ccccc2)c2cccs2)cc1 (stereo not drawn)	109	-9	-2	108	-9	8	4	-4	3	-6	106
O=C(Nc1ccc2c(c1)C(=O)N(CC1CCCO1)C2=O)c1cccc(Br)c1 (stereo not drawn)	103	-8	-3	103	-1	36	-20	-8	-15	-9	101
COc1cccc(-c2nnc(SCC(=O)OC(C)C)n2Cc2ccco2)c1	101	-10	-6	103	-6	38	-19	-14	-13	-12	102
CN(Cc1ccccc1)C(=O)COC(=O)/C=C/c1ccco1	93	-3	-4	95	-24	10	2	-22	-3	-4	96
COc1ccc(NC(=O)c2cc3c(=O)n(C)c4ccccc4c3s2)cc1OC	91	-3	-9	93	55*	10	-4	-4	0	-2	95
O=C(c1ccccc1)N1CCN(c2ccc([N+](=O)[O-])c(N3CCOCC3)c2)CC1	104	-2	0	102	-27	4	1	-5	0	-3	103
CCCCNC(=O)c1onc(CSc2ccccc2C)c1C(=O)O	103	-2	-2	102	18	41	-17	-8	-13	-3	104
C=CCN1C(=Nc2cccnc2)SCC1(O)c1ccc(C)cc1 (stereo not drawn)	98	0	0	101	-1	23	-14	-10	-11	-3	102
COc1cc(NC(=O)c2ccccc2-c2ccccc2)cc(OC)c1	103	-1	-2	98	-18	10	0	-8	-2	-4	100
(listing goes on)
SMILES	RGS4-Gao reg	Bim-Mcl-1	Bcl-W Bim block	RGS7-Gao reg	Mcl1-Bid inh	GSH bead fluor	Bfl-1 Bim block	Bim-Bcl-B	Bcl-2 Bim block	Bcl-XL Bim block	RGS8-Gao
O=C(CCc1nc2ccccc2c(=O)[nH]1)Nc1ccc(N2CCCCC2)cc1	104	-1	-3	103	-33	8	-4	-9	-6	-2	107
O=C(CSc1nnnn1-c1cccc(F)c1)Nc1nc2ccccc2s1	100	-3	-2	100	15	24	-1	-6	21	-1	100
Cc1nn(CCOc2cccc(Br)c2)c(C)c1[N+](=O)[O-]	102	-1	-2	100	-2	16	-4	-2	-6	-1	98
COc1cccc(-c2cc(C(=O)NCc3ccco3)no2)c1	98	0	0	97	-67	10	0	0	0	0	99
CCOC(=O)C1(CC2CCCCO2)CCN(S(=O)(=O)c2ccc(OC)cc2)CC1 (stereo not drawn)	102	-2	0	102	-31	17	-6	-1	0	-3	104
Cc1ccc(CSCC(=O)N/N=C/c2ccc(OCC(=O)Nc3ccc(C)cc3)cc2)cc1	98	-3	-4	98	-10	15	-2	-5	0	-2	99
CC1(C)OC(=O)C(=CNC(CO)C(=O)O)C(=O)O1 (stereo not drawn)	100	0	-1	101	-4	22	-4	-6	0	-2	99
CC(C)CC(=O)NC(=S)Nc1ccc(S(=O)(=O)NC(C)(C)C)cc1	98	-4	0	101	-33	4	0	-8	-2	-6	101
Cc1ccc(S(=O)(=O)NCCCNC(=O)N2CCOCC2)cc1	102	-5	-4	100	7	35	-12	-9	-7	2	99
Cc1occc1C(=O)Nc1cc(=O)n(C)c(=O)n1C	103	-1	0	98	-3	35	-12	-7	-8	-4	105
COC(=O)C1=C(C(=O)OC)C(c2ccccc2O)c2sc(=O)[nH]c2S1 (stereo not drawn)	95	7	9	72	-9	8	31	-3	7	-1	81
CCCC(NS(=O)(=O)c1ccc(OC)cc1)C(=O)O (stereo not drawn)	99	-6	-2	101	-11	23	-20	-7	-12	-5	102
COc1cccc(-n2c(SCC(=O)N3c4ccccc4CC3C)nnc2-c2ccco2)c1 (stereo not drawn)	100	-2	0	99	-18	20	1	0	-1	1	100
COc1ccc(-n2c(CN3CCC(C(N)=O)CC3)nc3ccc([N+](=O)[O-])cc3c2=O)c(OC)c1	93	-3	-4	?	-44	20	-8	-5	-4	-4	96
Cn1c(C(=O)N2CCN(c3nc4ccccc4s3)CC2)cc2sccc21	98	-3	-1	98	-4	24	-11	-6	-10	-18	99
COc1ccc(Nc2nnc(SCC(=O)N3CC(=O)Nc4ccccc43)s2)cc1	100	5	0	102	-6	19	3	4	0	3	102
Cc1nnc(SCC(=O)N2CCN(S(=O)(=O)c3ccc(Cl)cc3)CC2)[nH]c1=O	99	-4	0	105	-10	27	0	-4	0	-1	98
CCOc1ccc(Cn2ccnc2)cc1[N+](=O)[O-]	99	-3	-3	95	16	11	-3	1	-2	0	101

By substructure: those above containing a cyano group (3)
SMILES	RGS4-Gao reg	Bim-Mcl-1	Bcl-W Bim block	RGS7-Gao reg	Mcl1-Bid inh	GSH bead fluor	Bfl-1 Bim block	Bim-Bcl-B	Bcl-2 Bim block	Bcl-XL Bim block	RGS8-Gao
N#Cc1cc(C(=O)c2cc(Br)ccc2O)cn(Cc2ccccc2)c1=O	103	-2	-1	100	-43	15	-4	-2	1	-3	102
CC1CN(S(=O)(=O)c2cccc(C(=O)OC/C(O)=C(\C#N)c3nc4ccccc4[nH]3)c2)CC(C)O1 (stereo not drawn)	99	-3	-1	98	-24	11	-1	-3	0	-4	100
CC(C)Sc1nc(N)nc(-c2cccs2)c1C#N	95	-1	0	98	10	33	-13	-5	-10	-3	98
